Insulin prom inh: TRM-6 insulin promoter activity inhibition; inhibition, % at 2 µM; TRM-6 cells (human fetal islet line), insulin promoter-eGFP reporter, imaging; reporter expression induced with tamoxifen; AID 1273; 130,000 compounds, 0.9% hits;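 active = inhibition above the mean plus 3 SD, with well images judged a real hit on visual review, cut at about 60% in these data, passing the limit was not always enough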
sdo1 growth: sdo1-depleted yeast growth rescue; AID 817; S. cerevisiae sdo1-depleted JHY4D growth rescue, OD600 30 h; hits give high values; pdr5 snq2 efflux-pump mutant strain; z-score at 10 µM; 140,000 compounds, 0.21% hits;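 active = z-score above 3 at both the 24 hr and the 30 hr optical density reads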;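 note: z-score against mean and SD of all compound wells on the same plate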
sdo1 growth Rescue 24 h: second read-out of sdo1 growth, no call of its own (marks repeat the call); z-score; S. cerevisiae sdo1-depleted JHY4D growth rescue, OD600; measured here: growth rescue at 24 h;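 0 is the plate mean of compound wells and units are plate SD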
Numbers without * were called inactive; i = inactive; · = no result given. Not a hit list; overall some 0.91% were active at least once.

sdo1 growth | Compound | Insulin prom inh | sdo1 growth Rescue 24 h
0.38 | CCN(CC)S(=O)(=O)c1ccc(NC(=O)Nc2cccc(C(F)(F)F)c2)cc1 | 14 | 0.26
0.15 | CCn1cc(C(=O)OCC(=O)OC2CC(C)CCC2C(C)C)c(=O)c2ccc(C)nc21 (stereo not given) | 56 | 0.06
· | Cc1c(-c2cc(C(=O)O)no2)cnn1C | 8 | ·
· | CC(C)(C)NC(=O)CN(Cc1ccc2c(c1)OCO2)C(=O)CCC(=O)Nc1nccs1 | -31 | ·
0.84 | Cc1cccc(C)c1NC(=O)c1sc(Cl)nc1C | -38 | 0.27
1.1 | Cc1noc(NC(=O)c2ccccc2Cl)c1C#N | 50 | 0.46
0.26 | COc1ccc2[nH]c(-c3cccc(F)c3)cc(=O)c2c1 | -338 | 0.29
0.67 | COc1ccccc1NC(=O)C(O)C(O)C(=O)Nc1ccccc1OC (stereo not given) | -26 | 0.28
· | CCc1nn2c(NCCOC)cc(C)nc2c1-c1ccc(F)cc1 | 36 | ·
-0.39 | O=C(CCNS(=O)(=O)c1cccs1)NCc1ccco1 | 47 | -0.28
-0.73 | Cc1ccccc1C(=O)NC(CC(C)C)C(=O)Nc1ccc(F)c([N+](=O)[O-])c1 (stereo not given) | -7 | -0.53
-1 | Cc1cc(C)cc(Nc2ncc3c(n2)CC(c2ccco2)CC3=O)c1 (stereo not given) | 45 | -0.84
-2.3 | Cc1cc(C=O)c2c(c1)C=CC1(Oc3ccccc3C(=O)N1C)O2 (stereo not given) | -29 | -1.6
-1.8 | CCOC(=O)c1sc(=S)n(-c2cc(OC)ccc2OC)c1N | · | -1
-0.96 | CCOC(=O)c1ccc(N2C(=O)CC(N3CCC(C(N)=O)(N4CCCCC4)CC3)C2=O)cc1 (stereo not given) | -420 | -0.44
0.68 | CCc1ccc(NCCC(=O)c2ccc(Cl)cc2)cc1 | · | 0.32
· | COC(=O)CC(NC(=O)C1CC1)c1ccc2c(c1)OCO2 (stereo not given) | 60 | ·
· | COc1ccc2sc(N(CCN(C)C)C(=O)/C=C/c3cccs3)nc2c1 | 33 | ·
1.5 | c1ccc2c(c1)OCC(c1nn3cnnc3s1)O2 (stereo not given) | -28 | 0.55
0.6 | CCN(CCCNC(=O)CNC(=O)Cn1cnc2ccccc2c1=O)c1ccccc1 | · | 0.24
0.36 | O=C(COC(=O)c1cccnc1Nc1ccccc1F)NCCN1C(=O)CSC1=O | -14 | 0.6
-1.2 | CCN1C(=O)/C(=C2/Sc3ccc(OC)cc3N2C)SC1=Nc1cccc(O)c1 | -43 | 0.26
-0.85 | c1ccc(C(c2nnnn2Cc2cccs2)N2CCN(C3CCCC3)CC2)cc1 (stereo not given) | -100 | -1.4
0.65 | COc1nc(N(C)C)nc(N2CC(=O)N(CCNS(=O)(=O)c3ccc(C)cc3)C2=N)n1 | -39 | 0.25
-0.02 | COc1ccccc1C1C2=C(COC2=O)Nc2cc3c(cc21)OCO3 (stereo not given) | -146 | -0.79
· | CCOc1ccc(N(CC(=O)Nc2ccc(OC)cc2)S(=O)(=O)c2c(C)[nH]c(=O)[nH]c2=O)cc1 | 7 | ·
-0.45 | COc1ccc2c(c1OC)CN(C)CCc1cc3c(cc1C(O)C2)OCO3 (stereo not given) | · | -1.2
0.29 | COc1ccc2nc(NCCCO)[nH]c2c1 | -338 | 0.09
1.1 | COC(=O)c1cc(OC)c(OC)cc1NC(=O)C1CCCO1 (stereo not given) | -9 | 1.3
-0.39 | O=C(Nc1cccc(F)c1)C1CCN(C(=O)c2ccc(Br)cc2)CC1 | -7 | -0.46
· | CN(C)c1ncccc1-c1nc2ccccc2s1 | -123 | ·
· | CC1CCN(CC(O)COC2CC(C)CCC2C(C)C)CC1 (stereo not given) | i | ·
-0.57 | COc1cc(S(=O)(=O)N2CCOCC2)ccc1NC(=O)COC(=O)CC12CC3CC(CC(C3)C1)C2 | · | -0.5
· | COC(=O)CS(=O)(=O)c1ccc(C)cc1 | 13 | ·
· | Cc1cc(C)nc(N/N=C/c2c[nH]c3ccccc23)n1 | -59 | ·
1.5 | CC(=O)N1CCC(N(CCN2CCOCC2)C(=S)Nc2c(C)cccc2C)CC1 | 11 | 1.3
0.81 | Cc1ccc(S(=O)(=O)N2C(=O)CCC2C(=O)N2CCN(C)CC2)cc1 (stereo not given) | 50 | -0.4
· | O=C(CS(=O)c1ccc(F)cc1)Nc1ccccc1Cl (stereo not given) | -10 | ·
-0.19 | Cc1ccc(S(=O)(=O)N(C)c2nonc2C)cc1 | 42 | -0.43
· | CN(CCOCCOc1ccc(Cl)cc1Br)Cc1ccccc1 | 8 | ·
0.77 | O=c1[nH]cnc2c1oc1ccccc12 | · | 0.42
-0.31 | COC(=O)c1ccc(NC(=O)CN2CCN(S(=O)(=O)c3cc(Cl)ccc3OC)CC2)cc1 | 23 | -0.53
-2 | N/C(Cc1cccc2ccccc12)=N\OC(=O)COc1ccccc1 | -33 | -1.2
-0.61 | Cc1ccnc(NC(=O)c2ccccc2NC(=O)C(C)(C)C)c1 | -69 | 0.24
1.1 | CCCn1c(OC)nc2c1c(=O)n(C)c(=O)n2C | 0 | 0.36
· | CCOC(=O)CC1C(=O)NCCN1S(=O)(=O)c1ccc(Br)cc1 (stereo not given) | -18 | ·
-0.32 | CCOC(=O)c1sc(NC(=O)COC(=O)c2ccco2)nc1C | -29 | -0.44
-1.8 | Cc1[nH]nc(-c2ccc(O)cc2O)c1Oc1ccccc1 | · | -0.84
· | Cc1cccc(NC(=O)Cn2cnc3c(oc4ccccc43)c2=O)c1C | -21 | ·
-1.6 | Brc1ccc(OCc2nc(-c3ccccn3)n[nH]2)cc1 | 59 | -2
-0.43 | c1ccc(COc2ccc(OCCCNC3CCCC3)cc2)cc1 | -71 | -0.83
0.19 | Cc1cc(NC(=O)CSc2nnc3c4c(C)c(C)sc4ncn23)no1 | · | -0.31
· | O=C(NC(=S)N1CCN(c2ccc(F)cc2)CC1)c1cccs1 | -73 | ·
-0.01 | COc1ccc(C(=O)N(Cc2ccco2)C(C(=O)NC2CCCC2)c2ccc(O)cc2)cc1OC (stereo not given) | 18 | -0.42
-0.49 | COc1ccc(CN(CCCN2CCOCC2)C(=O)Nc2cccc(Cl)c2)cc1OC | · | -0.44
0.45 | O=C(Nc1ccc(NC(=O)C23CC4CC(CC(C4)C2)C3)cn1)c1ccco1 | · | 2.9

Other records.
sdo1 growth | Compound | Insulin prom inh | sdo1 growth Rescue 24 h
-0.6 | O=C(Cn1nnc(-c2ccccc2)n1)N1CCN(S(=O)(=O)c2ccc(Cl)cc2)CC1 | -60 | -0.58
0.76 | Cc1cccc(Nc2nnc(SCC(=O)N(C)C3CCS(=O)(=O)C3)s2)c1C (stereo not given) | 40 | 0.75
-2.1 | CC(=O)NCCn1c(SCc2ccc(C)cc2C)nc2ccccc2c1=O | · | -2.3
-1.6 | CC1=CSC2=NC(=O)/C(=C\c3cccn3-c3ccc([N+](=O)[O-])cc3)C(=N)N12 | -27 | -0.27
-0.7 | Cc1cc(C)c(NC(=O)/C(=C/c2ccccc2)c2ccccc2)c(C)c1 | -22 | -0.08
· | CC(c1nc2ccccc2c(=O)[nH]1)N1CCOCC1 (stereo not given) | -43 | ·
0.17 | COc1ccc(C2NC(=O)NC(C)=C2C(=O)Nc2cc(C)ccc2C)cc1OC (stereo not given) | 12 | -0.06
-0.16 | O=C(O)c1ccc(C(=O)O)c(C(=O)c2ccccc2)c1 | · | -0.6
· | CC(C)(C)c1cc(NC(=O)c2ccco2)n(-c2ccccc2)n1 | -26 | ·
· | Nc1cccc(Oc2ccc([N+](=O)[O-])cc2)c1 | -31 | ·
-0.55 | COc1cc(O)c(CCC(=O)c2cc(OC)c(OC)c(OC)c2)c(OC)c1 | -3 | -0.21
-0.28 | CC(NC(=O)Cc1cccs1)C(c1cccs1)N1CCOCC1 (stereo not given) | 19 | -1.4
-0.79 | CCN1c2ccccc2-c2nc3ccccc3n2C1c1cccs1 (stereo not given) | -21 | -0.07
· | O=C(O)CCCN1C(=O)C(=O)/C(=C(/O)c2ccccc2)C1/C=C/c1ccccc1 (stereo not given) | -6 | ·
0.52 | CS(=O)(=O)N(CC(=O)NC1CCCCC1)Cc1ccc(Cl)cc1 | -12 | 0.48
0.18 | COc1ccccc1Oc1cc(F)nc(N)n1 | -3 | 0.05
-0.62 | Cc1cccc(-c2nc(CN3CCCC(C(=O)NC4CCCC4)C3)c(C)o2)c1 (stereo not given) | -39 | -0.64
0.2 | CCN1CCN(Cc2nc3c(c(=O)n(C)c(=O)n3C)n2C(C)C(C)=O)CC1 (stereo not given) | 31 | -0.82
1.1 | CCC(C)N1CCCC1C(=O)Nc1c(C)cc(C)cc1C (stereo not given) | -105 | 0.32
-0.41 | COC(=O)C1=C(SC)N(c2ccc(OC)cc2)C(c2ccccc2)CC1=O (stereo not given) | -25 | 0.16
-0.27 | O=C(CN1CCN(CCN2C(=O)c3cccc4cccc(c34)C2=O)CC1)c1ccc(Cl)cc1 | -94 | -0.43
1.2 | COc1oc(-c2ccccc2)nc1C(F)(F)F | -19 | 0.47
0.51 | COc1cc(CC(=O)NNC(=O)c2cc(C)oc2C)cc(OC)c1OC | · | 0.11
1.4 | COc1cc(/C=C2/C(=O)N(c3ccccc3)N=C2C)ccc1OS(=O)(=O)c1ccccc1 | 6 | 1.9
· | O=S(=O)(c1ccc(S(=O)(=O)N(Cc2ccccc2)Cc2ccco2)cc1)N1CCCC1 | -494 | ·
0.54 | Cc1cc(=O)n2ncnc2n1COCCO | -62 | 1.7
1.4 | COc1cccc(C(=O)OCCCN(C)C)c1 | -8 | 1.6
0.63 | CC(C)(C)NC(=O)C(OC(=O)Cn1nnc(-c2ccc(F)cc2)n1)c1ccncc1 (stereo not given) | -64 | 0.12
0.13 | CCOC(=O)C(CCCOc1ccc(C)cc1)C(=O)OCC | 6 | 1.1
0.13 | COCCN(C(=O)Cc1cccs1)C(C(=O)NCc1ccc(OC)cc1)c1ccccc1 (stereo not given) | -50 | 0.36
0.27 | CC1CCCC(NC(=O)COC(=O)c2ccc3ccccc3n2)C1C (stereo not given) | -22 | 0.14
1.5 | CC(CN(C)Cc1ccccc1)OC(=O)c1ccccc1F (stereo not given) | 30 | 1.1
-0.27 | Cc1cccc(NC(=O)CSc2nnc(CCCCCNC(=O)OC(C)(C)C)o2)c1C | · | -0.84
-1.1 | O=C(NN=C1c2ccccc2-c2ccccc21)c1ccccn1 | · | -0.15
0.4 | CC1CCCCC1NC(=O)c1cc2c(s1)CS(=O)(=O)C2 (stereo not given) | 38 | 0.06
-0.34 | Cc1ccc(C)c(NC(=O)C2(C)CC3c4ccccc4C2c2ccccc23)c1 (stereo not given) | 15 | -0.31
0.22 | CCOC(=O)C1=C(C)NC(=O)NC1c1cccnc1 (stereo not given) | 14 | 0.71
0.1 | CCCC1CCC(C(=O)n2nc(N)c3cc4ccc(OC)cc4nc32)CC1 (stereo not given) | 20 | 0.33
0.43 | Cc1ccoc1C(=O)Nc1ccc(CC(=O)O)cc1 | -18 | 0.6
-0.12 | O=C(CCSc1nnc(-c2ccccc2)o1)N1CCOCC1 | 37 | -0.38
0.07 | CC(C)C(=O)N=c1sc2cc(F)cc(F)c2n1C | · | -0.42
-0.04 | CC(C)c1ccccc1-n1c(SCC(=O)N2CCN(c3ccccc3)CC2)nnc1-c1cccnc1 | 6 | -0.14
-0.08 | COC(=O)CSc1nc2cc3c(cc2cc1C#N)OCO3 | 23 | -0.23
1.1 | Cc1ccccc1NC(=O)CN1C(=S)NC(C)(C)CC1C (stereo not given) | 31 | 1.4
-0.37 | Nc1nnc(SCC(=O)c2ccc3ccccc3c2)s1 | 30 | -0.69
-0.12 | COc1ccc(S(=O)(=O)N2CCC(C(=O)N3CCc4ccccc4C3)CC2)cc1C | 19 | 0.25
-0.26 | CCOc1ccc2[nH]c(=O)c(CN(CCOC)C(=O)N3CCOCC3)cc2c1 | 51 | -0.59

Compound activity (PubChem BioAssay)
